Compound activity deposited in PubChem by National Center for Advancing Translational Sciences (NCATS).
TDP1 cell CPT – DT40-hTDP1 cell growth loss with CPT. Potency, µM (doses to about 46.2 µM), inactives show top-dose activity change, negative = growth inhibition, usual class: inhibitors. chicken DT40 Tdp1-/-;hTDP1 cells + 20 nM CPT, ATP luminescence, 48 h. 12% of 420,000 active; active = well fitted inhibition curve with a large enough effect; inconclusive = small, poorly fitted or top-dose-only effect; note: nearly all actives have a fitted effect of over 55% in size
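Cell growth measured by CellTiter-Glo luminescence after a minimum 48 h, 37 C compound exposure with 20 nM CPT in Tdp1-knockout DT40 cells stably expressing hTDP1, seeded 400/well; qHTS titration format.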
* hit, by the source's call; ? = inconclusive; [ ] = remark or other dose. % is set by controls: 0 for no effect and ±100 for the full control effect; potency is the fitted concentration of half-maximal effect.

SMILES | TDP1 cell CPT
Nc1nc(N)nc(-c2cccc([N+](=O)[O-])c2)n1 | -22%
CCOC(=O)Nc1cc(OC)cc2ccc(C)nc12 | 7%
COC(=O)[C@H](NC(=O)c1cc([C@@H](NC(=O)OC(C)(C)C)C(C)C)sc1N)C(C)C | ?
Cc1cc(=O)oc2cc(OC(C)C(=O)N3CCOCC3)c(Cl)cc12 (centres undefined) | 6%
Cc1ccc(S(=O)(=O)N2C[C@H]3C(=O)C[C@@H](c4cccc5ccccc45)N(S(=O)(=O)c4ccc(C)cc4)[C@H]3C[C@H]2c2ccc(Cl)cc2)cc1 | 2%
O=C(CSc1ccccc1)NC1CC1 | -2%
CO[C@H]1C=CO[C@@]2(C)Oc3c(C)c(O)c4c(O)c(c5c(nc6cc(C)ccn65)c4c3C2=O)NC(=O)/C(C)=C\C=C[C@H](C)[C@H](O)[C@@H](C)[C@@H](O)[C@@H](C)[C@H](OC(C)=O)[C@@H]1C | ?
CC(C)(C)c1cc(CNC(=O)C2CCC(=O)N(Cc3ccccc3F)C2)[nH]n1 (centres undefined) | 5%
O=c1[nH]c(SCCc2ccccc2)nc2c1CCC2 | ?
CC1(Cc2ccc(Cl)cc2)C(=O)Nc2c(Cl)ccc(Cl)c21 (centres undefined) | 26µM*
Cc1ccc(CN2CCOc3ccc(CN4CCN(CCO)CC4)cc3C2)s1 | 10%
O=C(NCc1ccccc1)c1cc(C2CCCCN2S(=O)(=O)c2cccs2)on1 (centres undefined) | ?
C[C@H](CO)N1C[C@H](C)[C@H](CN(C)C(=O)Cc2cccnc2)Oc2ncc(Br)cc2C1=O | -3%
COc1ccc(C(C)(NC(C)=O)c2nc(-c3cncnc3)cs2)cc1 (centres undefined) | -18%
C#CCN(C[C@@H]1[C@@H](OC(=O)NCc2ccccc2)[C@@H](OC(=O)NCc2ccccc2)CN(C(=O)OC(C)C)N1C(=O)OC(C)C)S(=O)(=O)c1ccc(C)cc1 | 21µM*
O=C(NCc1ccccc1Cl)[C@H]1CCCN1C(=O)[C@H]1CCCN1 | -18%
CCOC(=O)[C@]12CCC=C1N(Cc1ccco1)C(=O)[C@H](CC(=O)N1CCC(c3ccccc3)CC1)C2 | ?
CCCNC(=O)c1cc(C2CCCCN2C(=O)c2cc(C(C)(C)C)nn2C)on1 (centres undefined) | 21µM*
CCC(c1nnnn1-c1ccc2c(c1)OCCO2)N1CCN(c2ccc(C(F)(F)F)cn2)CC1 (centres undefined) | ?
COC(=O)[C@]12CCCCC=C1N(CCc1ccc(OC)c(OC)c1)C(=O)[C@H](CC(=O)NCc1cccc3ccccc13)C2 | 10µM*
C=C1C(=O)[C@]23C[C@H]1CC[C@H]2[C@]1(C)[C@@H](OC(C)=O)CC[C@@](C)(C(=O)O)[C@H]1C[C@@H]3OC(C)=O | 2.1µM*
Cc1cc(C)cc(CC(=O)N2CCC2(C)C(=O)NS(=O)(=O)c2ccccc2Cl)c1 (centres undefined) | 12%
Cc1c(C(=O)NCCc2ccncc2)cnn1-c1nccc(-c2ccccc2C(F)(F)F)n1 | ?
Cc1cc(=O)n(Cc2ccco2)c(=S)[nH]1 | 22%
CC1(C(=O)Nc2ccc3c(c2)OCO3)CCN1C(=O)CCc1cccs1 (centres undefined) | -17%
CCOC(=O)c1ccc(S(=O)(=O)N2CCC(N3CCCCCC3)CC2)cc1 | -19%
Cc1ccccc1C1(CC(=O)N2CC3CC4CC(C3)CC2C4)CC(=O)N(Cc2cccnc2)C1=O (centres undefined) | -8%[9.04 µM]
CC(C)(C)c1ccc(C(=O)C2CC2)cc1 | 7%
Cc1cccc(CNC(=O)c2c3n(c(C)cc2=O)-c2ccccc2SC(c2ccsc2)C3)n1 (centres undefined) | -22%
O=C(C[C@@H]1CC[C@@H]2[C@H](COC[C@H](O)CN2S(=O)(=O)c2ccccc2)O1)Nc1ccccc1 | ?
CN1CCN(c2ccc(CNC(=O)c3ccc(-c4cnn(C)c4)c4ccoc34)cc2)CC1 | ?
COc1ccc(S(=O)(=O)N(C)C[C@@H]2OCCCC[C@@H](C)Oc3ccc(NS(=O)(=O)c4cccs4)cc3C(=O)N([C@H](C)CO)C[C@@H]2C)cc1 | ?
CCOc1cc(N2CCOCC2)c(OCC)cc1NS(=O)(=O)c1ccc2c(c1)CC(=O)N2 | -1%
COCC1CCCCN1C(=O)c1cc(COc2ccc(C)c(C)c2)on1 (centres undefined) | 21µM*
CC1(C(=O)O)CCCN1C(=O)c1ccco1 (centres undefined) | -8%
CCN(CC)C(=O)C1=C(C)N(CCCOC)C(=O)C(CC(=O)NCCCCc2ccccc2)C1 (centres undefined) | -2%
COc1ccc(CN2CCC[C@]3(N[C@H](c4ccc(C(F)(F)F)cc4)[C@@H]4C(=O)N(C)C(=O)[C@@H]43)C2=O)cc1 | 23µM*
Cc1cccc(-c2cnc(C(O)c3ccc(Cl)cc3C)[nH]2)c1 (centres undefined) | ?
O=C1NC[C@H](CCCCN2CCN(CCc3ccc(O)cc3)C(=O)C2=O)N(CCc2ccc(O)cc2)C1=O | 3%
COc1cccc(CN(C)C[C@H]2OCc3cnnn3CCCC(=O)N([C@H](C)CO)C[C@@H]2C)c1 | 12%
CCOC(=O)CC1(CC)Oc2ccccc2N1S(=O)(=O)c1ccc(C)cc1 (centres undefined) | 23µM*
COc1cccc(N(CC(=O)N2CCN(Cc3ccccc3)CC2)S(C)(=O)=O)c1 | -21%
COCCN1C(=O)COc2ccccc2C1C(=O)NC1CCCCC1 (centres undefined) | -3%
CC1(C(=O)Nc2cnc3ccccc3c2)CCN1CCc1ccccc1 (centres undefined) | ?
C[C@]12CC[C@H](O)CC1=CCC1C2CC[C@@]2(C)C1CC[C@@H]2NCc1ccccc1 (some centres undefined) | 21µM*
CC1(C(=O)O)CCC2(C)CCC3(C)C(=CC(=O)C4C5(C)CCC(=O)C(C)(C)C5CCC43C)C2C1 (centres undefined) | -14%
COc1cccc2oc(-c3ccc(O)cc3)cc(=O)c12 | 2%
Cc1ccc2c(CN(C)Cc3ccccc3)cc(=O)oc2c1 | 18µM*
CCCCCCN1C[C@@H](O)[C@H](n2cc(C3CC3)nn2)C[C@@H]1c1ccc(C)cc1 | -20%
CC1CCN(S(=O)(=O)c2ccc3c(c2)C(Cl)(Cl)C(=O)N3)CC1 | 10µM*

(more compounds)
SMILES | TDP1 cell CPT
COC(=O)[C@]12CCCCC=C1N(Cc1ccc3c(c1)OCO3)C(=O)[C@H](CC(=O)NCCc1ccccc1OC)C2 | 23µM*
COc1ccc(F)cc1-c1cc(NC(C)=O)c2ncc(-c3cccc(C(F)(F)F)c3)n2c1 | 29µM*
CCOC(=O)C1(C)CCN1C(=O)c1cccs1 (centres undefined) | -5%
Cc1ccc(NC(=O)CC[C@H]2O[C@@H](n3cnc4c(NC(=O)c5ccccc5)ncnc43)[C@H](O)[C@@H]2O)cc1C | 2%
CCCCN1C(=O)C(CC(=O)NC2CCCCC2)CC(C(=O)N2CCOCC2)=C1C (centres undefined) | -1%
CCCNC(=O)C[C@@H]1C[C@@H]2c3cc(NS(=O)(=O)c4ccc(OC)cc4)ccc3O[C@@H]2[C@@H](CO)O1 | ?
CNc1cncc(-c2ccc(F)cc2F)n1 | -29%
Cc1ccc(CNc2nc(NC(C)C)nc3ccsc23)c(C)c1 | 23µM*
COc1ccc(CN2CCC[C@]3(N[C@H](c4ccc(C)cc4)[C@@H]4C(=O)N(C)C(=O)[C@@H]43)C2=O)cc1 | -28%
CCc1nc2ccc(C(=O)Nc3ccc(NC(C)=O)cc3)cn2c1N(C)C(=O)Cc1ccccc1 | -21%
C[C@H](NC(=O)c1ncn2c1C(=O)N[C@@H](C)C2)c1ccccc1 | -19%
O=C(c1n[nH]c2c1CCCC2)N1CCOc2ccc(C(O)C(c3ccccc3)c3ccccc3)cc2C1 (centres undefined) | 19%[9.04 µM]
C[C@@H]1CN([C@@H](C)CO)C(=O)c2cc(-c3ccccc3F)cnc2O[C@H]1CN(C)Cc1cccc(F)c1 | ?
CCCCCNC(=O)C(C1CC1)n1c(=O)c(-c2ccco2)nc2ccccc21 (centres undefined) | 15µM*
Nc1nc2ccccc2n1S(=O)(=O)c1ccccc1 | ?
CC1(C(=O)NS(=O)(=O)c2ccccc2Cl)CCN1C(=O)Cc1ccc(Cl)cc1Cl (centres undefined) | 5%
O=C(Nc1cccc2[nH]c([C@H]3C[C@H](O)[C@@H](CO)O3)nc12)NC(c1ccccc1)c1ccccc1 | 1%
CC1(C(=O)Nc2cccc(NS(C)(=O)=O)c2)Cc2c(-c3cccc(C(N)=O)c3)ccnc2O1 (centres undefined) | 2%
CCc1nc2ccc(C(=O)NCc3cccs3)cn2c1N(CC)Cc1cccc(Br)c1 | 21µM*
Cn1cc(-c2cccc3nncn23)cn1 | ?

Brought forward from above: 4 compounds, followed by the next part.
SMILES | TDP1 cell CPT
O=C(Nc1cccc2[nH]c([C@H]3C[C@H](O)[C@@H](CO)O3)nc12)NC(c1ccccc1)c1ccccc1 | 1%
CC1(C(=O)Nc2cccc(NS(C)(=O)=O)c2)Cc2c(-c3cccc(C(N)=O)c3)ccnc2O1 (centres undefined) | 2%
CCc1nc2ccc(C(=O)NCc3cccs3)cn2c1N(CC)Cc1cccc(Br)c1 | 21µM*
Cn1cc(-c2cccc3nncn23)cn1 | ?
COC(=O)[C@H]1C[C@@]2(O)CN(S(=O)(=O)c3ccc(C)cc3)C[C@@]2(OC(=O)Nc2cccs2)C[C@H]1C(=O)OC | ?
OC(c1ccccc1)c1nc(-c2cc(F)cc(F)c2)cs1 (centres undefined) | ?
O=C(NCc1ccccc1)/C(=C\c1cccc([N+](=O)[O-])c1)NC(=O)c1ccco1 | -12%
C[C@@H]1CN([C@H](C)CO)C(=O)c2cc(-c3ccc(C#N)cc3)cnc2O[C@H]1CN(C)C(=O)c1ccccc1 | -19%
CCOC(=O)C1=C(COC(=O)Cc2ccccc2[N+](=O)[O-])NC(=O)NC1C (centres undefined) | -13%
C[C@@H]1CN([C@H](C)CO)C(=O)c2cc(-c3ccccc3)cnc2O[C@@H]1CN(C)C(=O)C1CCOCC1 | -5%
Cc1ccc(NC(=O)COC(=O)CN2CCSC2=O)cc1F | -13%
CC1CCCC(NC(=O)c2cccc(S(=O)(=O)N3CCOCC3)c2)C1C (centres undefined) | ?
COc1ccc(-c2csc(NC(=O)CS(=O)(=O)c3ccccc3)n2)cc1OC | ?
O=C(c1cc2c(c(-c3cccc(-c4ccncc4)c3)n1)[C@@H](CCO)N(C(=O)c1ccc3c(c1)OCO3)C2)N1CCOCC1 | -24%

4 records drawn at random from those above:
SMILES | TDP1 cell CPT
COC(=O)[C@H]1C[C@@]2(O)CN(S(=O)(=O)c3ccc(C)cc3)C[C@@]2(OC(=O)Nc2cccs2)C[C@H]1C(=O)OC | ?
CC1CCCC(NC(=O)c2cccc(S(=O)(=O)N3CCOCC3)c2)C1C (centres undefined) | ?
OC(c1ccccc1)c1nc(-c2cc(F)cc(F)c2)cs1 (centres undefined) | ?
O=C(c1cc2c(c(-c3cccc(-c4ccncc4)c3)n1)[C@@H](CCO)N(C(=O)c1ccc3c(c1)OCO3)C2)N1CCOCC1 | -24%

(listing goes on)
SMILES | TDP1 cell CPT
CCCCCCCCN1C(=O)[C@H](CC(=O)N2CCOCC2)C[C@@]2(C(=O)OC)CC(C)(C)CC=C12 | 21µM*
COCC1CCCN(Cc2ccc3c(c2)CN(C(=O)c2ccc(-n4cccn4)cc2)CCO3)C1 (centres undefined) | 7%[9.04 µM]
Cn1nnc2cc(NC(=O)Nc3ccccc3F)ccc21 | ?
CC(C)(Cc1nc2ccccc2[nH]1)c1nc2ccccc2[nH]1 | ?
CCOC(=O)N1CCN(C(=O)C[C@@H]2C[C@@]3(C(=O)OC)CCCCC=C3N(Cc3ccc(Cl)cc3Cl)C2=O)CC1 | 21µM*
CC1(C)OCC(CNC(=O)c2[nH]c(C(F)(F)F)nc2-c2ccccc2)O1 (centres undefined) | -14%
Cc1cc(NS(=O)(=O)c2ccc(NC(=O)c3ccc([N+](=O)[O-])cc3)cc2)nc(C)n1 | -1%
OCc1ccccc1-c1cnc2sc(NCc3ccc(F)cc3)nn12 | ?
Cc1ccc(-c2nc3ccc(Cl)cn3c2CC2CCCCC2)cc1 | -20%
CCCS(=O)(=O)NC(=O)C1(C)CCN(C(=O)c2cccc(C(F)(F)F)c2)C1 (centres undefined) | ?
COc1ccccc1NC(=O)Nc1nc(C(N)Cc2ccc(C(F)(F)F)cc2)cs1 (centres undefined) | 13µM*
c1ccc(OCCNc2ccn3nc(-c4ccc(OCCN5CCOCC5)cc4)cc3n2)cc1 | 9.2µM*
CCN(CC)C(=O)C1=C(C)N(CCC2=CCCCC2)C(=O)C(CC(=O)NCc2cccc3ccccc23)C1 (centres undefined) | 16µM*
CC1CCCCC12NC(=O)N(CC(=O)Nc1cccnc1)C2=O (centres undefined) | 0%
COc1ccc(S(=O)(=O)NC(=O)C2(C)CCN2C(=O)C(C)(C)c2ccccc2)cc1 (centres undefined) | 0%
CN(c1cc(Cl)c2c(c1)OCO2)c1cc2c(c3c1ccn3C)C1CCC2C1 (centres undefined) | ?
O=C1Nc2ccccc2C(=O)N(C2CCCC2)C1C(=O)NC1CC1 (centres undefined) | -5%
O=C(NCC1(N2CCOCC2)CCCC1)c1cnn(-c2ncc3c(n2)-c2ccccc2CC3)c1C1CC1 | 9%[9.04 µM]

Only part of the results is shown; count on the stated rates, not on these rows.
